RAD52 inh: inhibitors of human RAD52 DNA annealing | 360,000 compounds, 0.46% hits | recombinant RAD52 DNA annealing, FRET fluorescence | P43351 | inhibition, % at 18.7 µM;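 active means every replicate showing at least 50% inhibition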
Xi reactivation: reactivates the inactive X chromosome in mouse fibroblasts; AID 743238; activation, % at 7.58 µM; 360,000 compounds, 0.055% hits; XiGFP mouse fibroblasts, % GFP-positive cells imaging, 3 d; cells co-treated with 5-aza-dC sensitizer; scaled so ellipticine positive control = 100%;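 active means mean normalized replicate activation at least 10% and every replicate at or above 10%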;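 further: 0% = median of on-plate neutral control wells and 100% = ellipticine 6 µM median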
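System: 68-5-11 XiGFP fibroblast line | Buffer or medium: DMEM containing 5-aza-dC | Compound: Single point | Times: Compounds 3 days, fix/stain 15 min at room temperature | Benchmarks: Positive control ellipticine, 6 µM final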
RAD54 inh: blocks human RAD54 Holliday junction branch migration. AID 602329. inhibition, % at 10.4 µM. FAM/BHQ fluorescence. Q92698. 360,000 compounds, 0.14% hits;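 active means mean normalized replicate activity at least 40 and at least half of replicates scoring 40 or more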;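 further: 0% = median of neutral control wells and 100% = median of positive control wells; inhibitors cause a drop in the FAM fluorescence signal; in these data hits start at about 50%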
GSIS activator: GLuc luminescence reporter in INS-1E cells, primary screen for activators of glucose-dependent secretion of insulin; 370,000 compounds, 0.61% hits; activation, % at 16.6 µM; INS-1E GLuc reporter insulin secretion, 2-3 h; AID 743287;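 active means lowest replicate activation of at least 40%, so every replicate reaches that level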;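 further: 0% = median of neutral control wells and 100% = median of IBMX positive control wells; some compounds called inactive have numbers as strong as hits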
DENV2 CPE rescue: protects cells from dengue virus 2 cytopathic effect. CPE inhibition, % at 9.99 µM. DENV2-infected cells, cytopathic effect rescue, plate reader. 350,000 compounds, 1.7% hits; in the data active means CPE inhibition above about 20%, passing the limit was not always enough; tested in BHK-21 cells;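 further: 0% = median of neutral control wells and 100% = median of positive control wells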
E-selectin induc: induces E-selectin expression in human endothelial cells. P16581. HUVEC E-selectin immunofluorescence imaging; normalized: neutral wells 0, TNF-alpha wells 100. activation, % at 7.58 µM. 260,000 compounds, 0.37% hits. AID 686992;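 active means mean E-selectin-positive cell signal at least 10% of the positive control, reached in at least 60% of replicates, without over 20% cell loss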;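 further: in these data hits start at about 27%; measured in HUVEC primary endothelial cells; signal is the percent of cells scored E-selectin positive by PE staining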
Target sequence (P16581 whole entry, looked up): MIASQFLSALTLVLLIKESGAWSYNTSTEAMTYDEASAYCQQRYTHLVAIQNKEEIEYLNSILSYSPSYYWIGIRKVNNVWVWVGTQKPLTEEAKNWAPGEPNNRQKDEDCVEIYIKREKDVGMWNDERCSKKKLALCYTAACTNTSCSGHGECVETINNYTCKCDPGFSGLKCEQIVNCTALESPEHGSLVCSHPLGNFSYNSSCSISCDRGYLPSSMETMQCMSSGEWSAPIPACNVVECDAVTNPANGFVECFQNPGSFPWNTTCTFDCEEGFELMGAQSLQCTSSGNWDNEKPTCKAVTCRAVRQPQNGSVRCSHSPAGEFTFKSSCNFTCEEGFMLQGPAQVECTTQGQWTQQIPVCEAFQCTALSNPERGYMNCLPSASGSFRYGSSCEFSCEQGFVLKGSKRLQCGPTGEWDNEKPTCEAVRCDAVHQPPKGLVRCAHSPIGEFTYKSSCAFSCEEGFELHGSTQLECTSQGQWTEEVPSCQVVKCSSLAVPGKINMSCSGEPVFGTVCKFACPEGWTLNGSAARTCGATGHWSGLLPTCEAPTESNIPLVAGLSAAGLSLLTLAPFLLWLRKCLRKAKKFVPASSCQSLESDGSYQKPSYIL
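Test system – human umbilical vein endothelial cells (HUVEC), E-selectin induction · Input – 3,000 HUVEC seeded per well · Buffer or medium – EGM-2, gelatin · Compound dosing – single-point compound dose · Detection – immunofluorescence imaging · Measure – percent E-selectin-positive cells · Controls – TNF-alpha high, DMSO low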
CFTR F508del cor: correctors of CFTR F508del function in bronchial epithelial cells; activity (quench increase), % at 7.58 µM; CFBE cells, YFP halide quenching; stimulated with forskolin plus potentiator P3; % fluorescence drop versus neutral controls; 350,000 compounds, 0.36% hits;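 active means mean added fluorescence quench of at least 8% versus neutral control, with both replicates also reaching 8%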;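 further: cells transiently co-express mutant CFTR-F508del with the halide-sensitive YFP; corrector assay measuring rescue of mutant channel to the surface after 24 h compound exposure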
Casp6 inh: caspase-6 (human) enzyme inhibition; purified caspase-6, Z-VEID-R110 cleavage fluorescence; inhibition, % at 12.5 µM; 350,000 compounds, 0.53% hits;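 active means mean inhibition across replicates at least about 35%, with every replicate also reaching that limit, limit read from the data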;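 further: 0% = median of neutral control wells and 100% = no fluorescence left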
Target sequence (P55212 24-179 limits assumed): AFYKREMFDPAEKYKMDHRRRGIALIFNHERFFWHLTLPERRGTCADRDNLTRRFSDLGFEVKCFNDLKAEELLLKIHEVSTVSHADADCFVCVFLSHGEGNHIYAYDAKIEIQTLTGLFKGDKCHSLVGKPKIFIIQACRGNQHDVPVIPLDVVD
Target sequence (P55212 194-293 limits assumed): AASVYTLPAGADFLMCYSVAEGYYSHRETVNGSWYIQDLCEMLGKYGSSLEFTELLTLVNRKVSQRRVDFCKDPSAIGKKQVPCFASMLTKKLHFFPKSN
* hit, by the source's call; . = no result given.

cpd	Compound	E-selectin induc	CFTR F508del cor	Xi reactivation	GSIS activator
1	COc1ccc(NC(C)=O)cc1NS(=O)(=O)c1ccc2c(c1)OCCO2	0.4	1.7	0.1	.
2	CO[C@H]1CN(C)C(=O)c2cc(NC(=O)Nc3ccc(Cl)cc3)ccc2OC[C@H](C)N(C(=O)Nc2c(C)noc2C)C[C@@H]1C	-0.2	2.9	0.2	-13.4
3	CCCCNc1cccc2c1S(=O)(=O)N[C@@H](CC(C)C)CO2	0.3	2.0	-0.1	-2.6
4	COc1ccc(NC(=O)N(C)C[C@H]2OCCCC[C@H](C)Oc3ccc(NC(=O)c4ccccc4)cc3C(=O)N([C@@H](C)CO)C[C@@H]2C)cc1	0.6	-1.4	0.4	-13.0
5	C[C@@H]1CN([C@@H](C)CO)C(=O)Cc2cc(NS(=O)(=O)c3cn(C)cn3)ccc2O[C@@H]1CN(C)C(=O)Nc1ccc2c(c1)OCO2	-2.1	-3.1	0.1	2.3
6	C[C@H](O)[C@@H]1CN2CCc3ccc(-c4ccc5c(c4)OCO5)cc3[C@@H]2C[C@@H]1N(C)C(=O)NC1CCCCC1	-0.1	-3.2	-0.1	6.1
7	CCOc1ccccc1NC(=O)CSc1nnc(-c2cccnc2)o1	-0.4	-4.2	0.0	-4.4
8	CCC(=O)OC1(C)C(=O)C=C2C=C(c3ccc(C#N)cc3)OC=C2C1=O (stereo not given)	0.0	-1.1	0.0	-6.6
9	CC(=O)c1cccc(NC(=O)N2CCC(NC(=O)c3ccco3)CC2)c1	0.2	-4.2	0.0	3.3
10	CN(Cc1ccc(F)cc1)C(=O)c1ccc(NS(=O)(=O)c2ccccc2)cc1	.	-2.8	0.0	-12.8

cpd	DENV2 CPE rescue	RAD54 inh	Casp6 inh	RAD52 inh
1	0.4	-0.6	13.9	-3.3
2	.	5.9	.	.
3	-9.8	.	-0.5	-9.3
4	-12.8	6.5	-0.4	-17.2
5	28.2*	-1.3	-1.6	8.2
6	-10.0	.	-2.7	-78.7
7	-1.2	7.6	-0.6	-12.0
8	-5.1	0.1	4.4	-49.7
9	-1.7	-4.6	-2.7	-20.0
10	3.0	.	-1.1	-11.0

Next part:
cpd	Compound	E-selectin induc	CFTR F508del cor	Xi reactivation	GSIS activator
11	O=C(N/N=C/c1ccc([N+](=O)[O-])o1)c1ccccc1NS(=O)(=O)c1cccs1	1.0	-1.6	0.0	-3.2
12	Cc1ccc(/C=C2/SC(=S)N(CCC(=O)N3CCN(C)CC3)C2=O)cc1	-0.1	2.3	-0.2	1.0
13	CC(NC(=O)CSc1nc2ccccc2c(=O)n1CCCO)c1ccccc1 (stereo not given)	.	-1.0	.	4.9
14	Cc1noc(C)c1NC(=O)N(C)C[C@H]1Oc2ncc(/C=C/c3ccccc3)cc2C(=O)N([C@@H](C)CO)C[C@@H]1C	0.0	-2.5	-1.3	22.2
15	Cc1n[nH]c(=O)c2ccccc12	.	0.0	-0.1	1.5
16	C[C@@H]1CN([C@@H](C)CO)S(=O)(=O)c2ccc(C#Cc3ccccc3)cc2O[C@@H]1CN(C)C(=O)C1CC1	0.1	2.4	-0.1	11.3
17	Brc1cc(Br)c2nc3c(cc2c1)CCC3	-0.1	4.8	0.0	-0.1
18	COc1ccc(CCNC(=O)Cc2cccs2)cc1	.	.	-0.1	.
19	O=C(Nc1ccccc1F)N1CC(=O)N2[C@H](CO)[C@@H](c3ccc(-c4cccnc4)cc3)[C@H]2C1	0.4	1.8	0.0	0.4
20	O=C(COC(=O)Cc1n[nH]c(=O)c2ccccc12)NNC(=O)c1ccc(Cl)cc1	0.5	4.5	0.5	5.0

cpd	DENV2 CPE rescue	RAD54 inh	Casp6 inh	RAD52 inh
11	8.6	0.9	39.6*	-9.0
12	.	.	-5.6	-19.4
13	.	-0.4	4.8	-0.6
14	3.9	1.0	-0.1	-4.6
15	2.5	12.3	-3.7	-3.4
16	14.6	-3.2	0.1	-4.9
17	7.6	-5.1	1.9	-8.2
18	9.9	4.8	-1.4	-0.5
19	-7.2	.	-0.9	4.3
20	-5.7	6.5	4.7	-21.6

Three entries out of the list, arranged by SMILES length, falling.
cpd	Compound	E-selectin induc	CFTR F508del cor	Xi reactivation	GSIS activator
19	O=C(Nc1ccccc1F)N1CC(=O)N2[C@H](CO)[C@@H](c3ccc(-c4cccnc4)cc3)[C@H]2C1	0.4	1.8	0.0	0.4
17	Brc1cc(Br)c2nc3c(cc2c1)CCC3	-0.1	4.8	0.0	-0.1
15	Cc1n[nH]c(=O)c2ccccc12	.	0.0	-0.1	1.5

cpd	DENV2 CPE rescue	RAD54 inh	Casp6 inh	RAD52 inh
19	-7.2	.	-0.9	4.3
17	7.6	-5.1	1.9	-8.2
15	2.5	12.3	-3.7	-3.4

Already shown: three of the compounds above.
cpd	Compound	E-selectin induc	CFTR F508del cor	Xi reactivation	GSIS activator
12	Cc1ccc(/C=C2/SC(=S)N(CCC(=O)N3CCN(C)CC3)C2=O)cc1	-0.1	2.3	-0.2	1.0
13	CC(NC(=O)CSc1nc2ccccc2c(=O)n1CCCO)c1ccccc1 (stereo not given)	.	-1.0	.	4.9
14	Cc1noc(C)c1NC(=O)N(C)C[C@H]1Oc2ncc(/C=C/c3ccccc3)cc2C(=O)N([C@@H](C)CO)C[C@@H]1C	0.0	-2.5	-1.3	22.2

cpd	DENV2 CPE rescue	RAD54 inh	Casp6 inh	RAD52 inh
12	.	.	-5.6	-19.4
13	.	-0.4	4.8	-0.6
14	3.9	1.0	-0.1	-4.6

(next part)
cpd	Compound	E-selectin induc	CFTR F508del cor	Xi reactivation	GSIS activator
21	CCCNC(=O)C[C@@H]1C[C@@H]2c3cc(NC(=O)CC4CC4)ccc3O[C@@H]2[C@H](CO)O1	-0.4	-2.4	0.0	5.3
22	Cc1cc(=O)oc2cc(NC(=O)c3ccccc3OC(F)F)ccc12	.	-1.2	0.2	10.9
23	Cc1ccc2c(c1)C(c1ccc(O)cc1)(c1ccc(O)cc1)C(=O)N2C	.	1.4	0.1	-0.8
24	O=C(c1cc2ccccc2o1)N1CCN(Cc2ccc3c(c2)OCO3)CC1	-0.4	-0.5	-0.2	-29.4
25	COC(=O)C(Cc1c[nH]c2ccccc12)NC(=O)C(=O)c1c[nH]c2ccccc12 (stereo not given)	.	2.1	0.1	.
26	COc1cccc(C#Cc2ccc([C@@H]3[C@H](CO)N4C(=O)CN(S(=O)(=O)c5ccccc5C)C[C@@H]34)cc2)c1	-0.2	2.7	0.4	0.3
27	CC(C)NC(=O)Nc1ccc2c(c1)C(=O)N([C@H](C)CO)C[C@H](C)[C@H](CN(C)C(=O)NC1CCCCC1)OCCCC[C@@H](C)O2	0.0	0.6	0.2	3.9
28	COC(=O)c1cccc(N/C=C(\[N+](=O)[O-])S(=O)(=O)c2ccccc2)c1	.	1.0	0.0	51.1*
29	NC(=O)c1cccn1-c1ncc(C(F)(F)F)cc1Cl	.	-0.6	0.5	-4.2
30	CCOC(=O)C1=C(C)N=c2s/c(=C/c3ccc(OCC(=O)O)cc3)c(=O)n2C1c1ccc(F)cc1 (stereo not given)	-1.5	2.4	0.1	-23.5

cpd	DENV2 CPE rescue	RAD54 inh	Casp6 inh	RAD52 inh
21	4.3	5.6	-1.0	2.0
22	-0.6	.	2.8	-36.8
23	13.1	.	3.9	-7.5
24	0.3	-4.4	6.3	-16.1
25	0.5	-12.9	0.5	-3.8
26	-8.3	.	0.3	-17.0
27	0.7	1.2	-0.3	7.0
28	-1.8	-5.7	5.9	-15.3
29	-1.6	-1.4	0.6	-7.4
30	-0.3	-5.7	2.1	-26.6

Next section
cpd	Compound	E-selectin induc	CFTR F508del cor	Xi reactivation	GSIS activator
31	CC(C)(C)NC(=O)C1CCCN(S(=O)(=O)c2cccc3cccnc23)C1 (stereo not given)	-0.1	4.1	0.1	-1.4
32	CC(O)CNc1nc(N)[nH]c(=O)c1N=Nc1ccccc1 (stereo not given)	0.5	10.7*	0.2	-7.1
33	COc1ccc(NC(=O)N(C)C[C@H]2OCCCC[C@@H](C)Oc3ccc(NC(=O)NC4CCCCC4)cc3C(=O)N([C@H](C)CO)C[C@H]2C)cc1	.	2.7	0.0	-30.7
34	Cc1ccc(C)c(OCCC(=O)OCC(=O)NC(=O)NC2CCCC2)c1	1.2	-3.0	0.0	-45.1
35	COc1cccc(C2CC(c3ccc(C)cc3)=NN2C(=O)c2ccccc2F)c1OC (stereo not given)	0.5	-2.0	0.1	2.5
36	Cn1nnc(NC(=S)NC(=O)c2ccc3ccccc3c2)n1	-0.2	3.1	0.4	.
37	CN1CCC(N2CCN(C3CN(C4CCCCC4)S(=O)(=O)C3)CC2)CC1 (stereo not given)	-0.1	-2.4	0.2	18.2
38	C[C@@H]1CN([C@@H](C)CO)S(=O)(=O)c2ccc(C#Cc3cccnc3)cc2O[C@@H]1CN(C)C(=O)CN(C)C	-0.1	-1.6	0.0	16.6
39	CCCCN(C(=O)Cn1ncc(Cl)c(Cl)c1=O)c1c(N)n(CC(C)C)c(=O)[nH]c1=O	.	.	.	-15.8
40	O=C(NCc1cccnc1)c1cc(C(=O)C2CC2)c[nH]1	3.2	-0.1	0.2	-4.2

cpd	DENV2 CPE rescue	RAD54 inh	Casp6 inh	RAD52 inh
31	-2.0	-8.6	1.7	-3.1
32	-2.4	1.9	3.2	-5.0
33	10.0	4.5	-0.9	-9.3
34	-3.8	11.9	3.1	-2.8
35	-1.6	5.4	-2.6	-5.6
36	8.9	7.9	4.5	-5.8
37	3.9	2.1	-25.5	-0.8
38	5.8	-5.1	-1.3	10.1
39	.	0.5	3.6	-10.9
40	-2.1	.	-3.8	-11.9

Continuation:
cpd	Compound	E-selectin induc	CFTR F508del cor	Xi reactivation	GSIS activator
41	COc1cccc(CNC(=O)COC(=O)c2ccc(N3CCCC3=O)cc2)c1	-1.7	3.2	0.2	-6.4
42	O=c1ccn([C@@H]2O[C@H](CNCc3c(OCc4ccccc4F)ccc4ccccc34)[C@@H](O)[C@H]2O)c(=O)[nH]1	0.0	-0.2	-0.1	-10.1
43	O=C(NCCNc1ccc([N+](=O)[O-])cc1)c1cccc2c(Br)cccc12	1.6	-3.7	0.0	-28.2
44	C[C@H](CO)N1C[C@H](C)[C@@H](CN(C)C(=O)Nc2cccc(F)c2)OCc2ccccc2-c2c(n(C)c3ccccc23)C1=O	-0.1	2.1	-0.1	-26.2
45	O=C(Cn1cc(SCc2ccc(Cl)cc2)c2ccccc21)N1CCOCC1	1.9	.	0.0	-16.6
46	NC(=O)CCn1c(C(=O)c2cccc([N+](=O)[O-])c2)c2ccccc2[n+]1[O-]	0.0	0.7	0.1	10.8
47	CCOC(Cn1c(SCc2cc(C(C)=O)ccc2OC)nc2ccccc2c1=O)OCC	.	-0.4	0.0	.
48	C[C@@H]1CN([C@@H](C)CO)C(=O)c2c(c3ccccc3n2C)-c2ccccc2CO[C@@H]1CN(C)Cc1ccc2c(c1)OCO2	-0.6	5.9	-0.4	5.5
49	CCOC(=O)N1CCC(NC(=O)C2CCCN(Cc3nc(-c4cccc(Cl)c4)oc3C)C2)CC1 (stereo not given)	-0.2	2.8	0.0	.
50	O=C1CCCC(O)=C1C=Nc1cccc(C(F)(F)F)c1	0.4	-1.5	0.5	5.0

cpd	DENV2 CPE rescue	RAD54 inh	Casp6 inh	RAD52 inh
41	-3.4	1.1	-2.0	-3.6
42	3.6	18.5	3.2	7.6
43	4.9	.	-2.7	-9.0
44	8.9	-0.4	1.6	10.6
45	.	-6.4	.	.
46	-2.2	-15.8	-3.1	-14.3
47	-8.7	-4.8	-0.7	-14.1
48	-6.7	.	-1.1	22.8
49	17.7	3.8	-0.5	5.5
50	-11.1	-2.4	-4.3	4.9

Bioassay records from PubChem BioAssay.
